ABCB6 inh MLPCN = blocks the human ABCB6 transporter. fluorescence ratio to DMSO, % at 10 µM. K562-ABCB6 porphyrin accumulation, flow cytometry, 1 h; hits give low values. Q9NP58. 0.19% of 360,000 active;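 active = fluorescence ratio to DMSO below 75%, the collection mean minus 3 SD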;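 note: signal is porphyrin accumulated inside mitochondria; 100% equals median channel fluorescence of DMSO control wells; lower ratio means ABCB6 inhibition with less porphyrin fluorescence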
CaV13 FRET inh = Disruptors of the CACNA1D IQ motif to Ca2+-dependent inactivation inhibitor domain association, primary screening, Förster resonance energy transfer in intact living …; HEK cells, CFP/YFP FRET ICDI-IQ, plate reader, 10 min; percent FRET-ratio fall versus neutral wells; inhibition, % at 12.3 µM; 0.098% of 340,000 active; AID 743397;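 active = mean replicate inhibition of at least 30% and at least 1% of replicates passing that level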;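 note: 0% = median of the neutral control wells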
aDG glyco act = increases alpha dystroglycan glycosylation. Pro5-aDG cells, alpha-DG glycosylation AlphaScreen (IIH6); 0% Pro5, 100% B10-LARGE cell signal. activation, % at 10 µM. 0.22% of 360,000 active. AID 624168;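 active = activation of at least 8% versus controls, or a plate z-score of at least 8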;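 note: Pro5 are CHO cells carrying HIG-tagged alpha-DG that lacks glycosylation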
N-glyco inh = N-linked glycosylation inhibition. D54 ERlucT glycosylation luciferase reporter, 24 h; percent of 100 nM tunicamycin response. 0.23% of 360,000 active. reporter increase, % at 12.5 µM;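 active = mean luciferase reporter signal, scaled so untreated is 0 and the glycosylation-blocking control 100, at or above a set limit in every replicate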;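 note: luciferase carries N-glycosylation sites so blocking glycosylation raises the light; 0% = median of neutral control wells and 100% = median of 100 nM tunicamycin wells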
HTR2A ag = mouse HTR2A agonism via beta-arrestin recruitment; CHO-K1 mHTR2A beta-arrestin complementation, luminescence; percent of 30 µM serotonin response; activation, % at 7.6 µM; 0.66% of 360,000 active; AID 624169;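 active = activation above a run cutoff, the mean activation of all tested compounds plus 3 SD, cut at about 14% in these data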;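 note: 0% = plate median of compound wells and 100% = 30 µM serotonin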
Target sequence (P35363 whole entry, looked up): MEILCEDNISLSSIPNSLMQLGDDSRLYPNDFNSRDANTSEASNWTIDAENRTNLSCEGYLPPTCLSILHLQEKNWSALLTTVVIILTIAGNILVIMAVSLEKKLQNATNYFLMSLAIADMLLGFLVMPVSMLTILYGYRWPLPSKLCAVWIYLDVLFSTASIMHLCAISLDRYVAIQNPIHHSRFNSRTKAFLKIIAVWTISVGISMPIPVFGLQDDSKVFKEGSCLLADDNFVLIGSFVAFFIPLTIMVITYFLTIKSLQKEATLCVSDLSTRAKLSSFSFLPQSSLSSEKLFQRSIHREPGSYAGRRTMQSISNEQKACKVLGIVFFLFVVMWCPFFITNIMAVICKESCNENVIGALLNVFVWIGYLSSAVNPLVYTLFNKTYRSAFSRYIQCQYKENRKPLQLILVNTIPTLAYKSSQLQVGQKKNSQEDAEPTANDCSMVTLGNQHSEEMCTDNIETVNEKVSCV
Vif imaging = HIV Vif inhibition. HEK293T cells, Vif self-association by quenched fluorescence, imaging, 24 h. inhibition, % at 7.49 µM. 0.35% of 340,000 active; in the data active = inhibition above about 50%, passing the limit was not always enough; note: some results filed as inactive read as strong as hits
MC4R ag barr = human MC4R agonism via beta-arrestin. P32245. U2OS MC4R beta-arrestin complementation, luminescence; percent of melanotan II response, DMSO zero. activation, % at 8.9 µM. 0.98% of 360,000 active. AID 540308;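 active = activation above a per-plate cutoff, the mean activation of sample wells on that plate plus 3 SD, cut at about 8% in these data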
Cardio protect = myocardial damage modulation in H9c2 cells. H9c2 cardiomyocytes, H2O2 injury protection, ATPLite, 2 h. protection from H2O2 cell death, % at 20 µM. 0.63% of 360,000 active;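 active = compounds giving at least 50% protection of heart cells from peroxide-induced death in the single-dose screen, raw or plate-pattern-corrected value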;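 note: 0% = DMSO wells with peroxide and 100% = DMSO wells without peroxide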
MC4R antagonist = human MC4R antagonism in cAMP assay. MC4R-expressing cells, MTII-stimulated cAMP, LANCE TR-FRET. P32245. 0.48% of 360,000 active. AID 540295. inhibition, % at 6.5 µM;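 active = inhibition above its plate's cutoff, the mean of tested wells on that plate plus 3 SD, cut at about 29% in these data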;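 note: 0% = Melanotan II alone and 100% = Melanotan II plus saturating MCL0020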
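system = U2OS cells with stable human MC4R expression | also added = Melanotan II challenge after compound preincubation | dosing = one concentration, 6.5 µM nominal | incubation = compound 30 min, challenge 1 h, detection 1 h | measured by = TR-FRET with Eu-cAMP and labeled anti-cAMP, 671 nm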
PDI inh = blocks human protein disulfide isomerase activity | inhibition, % at 10 µM | 0.052% of 350,000 active | AID 588391 | PDI insulin aggregation turbidity, A650, 90 min;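 active = mean inhibition across replicates of 30% or more, whatever share of single replicates reach that level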;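 note: absorbance from insulin aggregation driven by PDI reduction with DTT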
Target sequence (P07237 whole entry, looked up): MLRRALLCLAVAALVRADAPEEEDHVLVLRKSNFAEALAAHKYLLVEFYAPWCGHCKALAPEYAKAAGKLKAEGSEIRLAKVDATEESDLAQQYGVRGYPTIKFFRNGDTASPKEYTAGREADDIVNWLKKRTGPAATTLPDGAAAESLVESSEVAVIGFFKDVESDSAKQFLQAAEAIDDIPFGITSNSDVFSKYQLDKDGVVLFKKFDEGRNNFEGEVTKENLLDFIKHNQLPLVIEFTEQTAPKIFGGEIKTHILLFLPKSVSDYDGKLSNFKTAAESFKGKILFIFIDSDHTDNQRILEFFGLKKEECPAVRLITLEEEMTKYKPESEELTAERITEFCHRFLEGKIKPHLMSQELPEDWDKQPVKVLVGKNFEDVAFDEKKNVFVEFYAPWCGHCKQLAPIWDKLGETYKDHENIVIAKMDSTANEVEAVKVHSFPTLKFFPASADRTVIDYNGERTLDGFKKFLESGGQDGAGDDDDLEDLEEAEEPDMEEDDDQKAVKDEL
Active calls of the source: *; . = no result given. No enrichment for hits. About 3.6% of those tested had a hit in this group.

SMILES | ABCB6 inh MLPCN | CaV13 FRET inh | aDG glyco act | N-glyco inh | HTR2A ag | Vif imaging | MC4R ag barr | Cardio protect | MC4R antagonist | PDI inh
CCNc1ccc(C(=O)OCC(=O)NCCN2C(=O)CSC2=O)cc1[N+](=O)[O-] | 102 | -6 | -0.2 | 1 | 1 | -9 | 1.9 | -3 | -7 | 9
Cc1ccc(NC(=O)C(=O)NCCN2CCN(C(=O)C(c3ccccc3)c3ccccc3)CC2)cc1 | 96 | 0 | 0.4 | 0 | 3 | 8 | -0.1 | 0 | 4 | -9
O=C1C=CN2CCCC2CC1 (centres undefined) | 101 | -10 | 0.1 | 3 | -4 | 0 | -0.1 | -19 | 6 | 2
COCCn1nnnc1CN(Cc1cccnc1)Cc1cc2cc(OC)ccc2[nH]c1=O | 94 | -5 | -0.2 | -2 | 1 | 6 | -1.8 | 41 | 1 | 1
CNc1oc(/C=C/c2cccc(OC)c2)nc1C#N | 101 | . | 0.4 | -1 | 4 | 13 | 0.5 | -1 | -7 | -25
Cc1ccc(NC(=O)C2CCCN(C(=O)c3ccc(Cl)cc3)C2)cc1C (centres undefined) | 95 | 1 | 1.0 | -3 | -4 | -10 | 0.7 | -11 | 0 | 1
CCc1cccc2c(C(=O)COC(=O)c3ccc(O)cc3)c[nH]c12 | 93 | -3 | 0.6 | 0 | -1 | -10 | -1.6 | -1 | 7 | -4
COCCCNC(=O)c1cn(C)c(=O)c2cc(OC)c(OC)cc12 | 100 | -9 | 0.0 | 2 | -4 | -4 | 0.5 | -7 | 4 | -22
Cc1cc(C)cc(NC(=S)NC(=O)CCN2C(=O)c3ccccc3C2=O)c1 | 95 | -3 | -0.1 | 1 | 0 | 0 | 2.2 | -10 | -3 | 7
COc1cc(C(=O)NCCCc2ccccc2)cc(OC)c1OC | 102 | -21 | 0.0 | 2 | -7 | -4 | -1.7 | 9 | 6 | -5

Continued; the last 2 above are carried over.
SMILES | ABCB6 inh MLPCN | CaV13 FRET inh | aDG glyco act | N-glyco inh | HTR2A ag | Vif imaging | MC4R ag barr | Cardio protect | MC4R antagonist | PDI inh
Cc1cc(C)cc(NC(=S)NC(=O)CCN2C(=O)c3ccccc3C2=O)c1 | 95 | -3 | -0.1 | 1 | 0 | 0 | 2.2 | -10 | -3 | 7
COc1cc(C(=O)NCCCc2ccccc2)cc(OC)c1OC | 102 | -21 | 0.0 | 2 | -7 | -4 | -1.7 | 9 | 6 | -5
CCOC(=O)c1c[nH][nH]c1=O | 95 | -19 | 0.0 | 0 | 0 | -3 | -1.0 | 4 | 7 | -6
Cc1ccc(-c2csc3ncnc(Cl)c23)cc1 | 100 | -3 | 0.3 | -4 | -2 | -11 | 2.6 | 0 | 15 | -7
COc1ccccc1CC(=O)N(Cc1ccccc1)c1ccc(C)cc1 | 93 | -2 | 0.0 | -2 | 1 | -16 | -1.2 | -1 | 2 | -2
C[C@@H]1CN([C@H](C)CO)C(=O)c2cc(Br)cnc2O[C@@H]1CN(C)C(=O)c1cccc(F)c1 | 104 | -7 | -0.2 | 3 | -1 | . | 0.2 | 1 | 14 | 1
CCc1cc(=O)oc2cc(OC(=O)c3ccco3)ccc12 | 101 | -6 | 0.3 | -2 | 1 | -6 | -4.8 | 34 | 0 | 0
O=C(CCCc1ccccc1)Nc1cccnc1Cl | 102 | -5 | -0.1 | 0 | 1 | -1 | -0.8 | 9 | -4 | 4
OC1CCN(Cc2cccc3ccccc23)CC1 | 97 | -4 | 0.0 | -1 | -2 | 13 | 0.0 | 2 | -4 | -31
COc1ccc(OC)c(CN2CCN(C(=O)c3ccc(NS(=O)(=O)c4cccc([N+](=O)[O-])c4)cc3)CC2)c1 | 93 | -3 | 0.2 | 4 | 2 | -10 | -4.3 | -3 | 4 | 1
CCOC(=O)c1c(S(=O)(=O)NCC(=O)N2CCN(c3ccccc3OC)CC2)c(C)n(C)c1C | 96 | -7 | -0.4 | 2 | 0 | 9 | -0.9 | -1 | 13 | 4
OCC1(CCOc2ccccc2)CCN(C2Cc3ccccc3C2)CC1 | 98 | -18 | 0.1 | -1 | -6 | 0 | 0.5 | 1 | 1 | 9
Cc1ccc(NC(=O)CCNC(=O)c2ccccc2Cl)cc1S(=O)(=O)N1CCOCC1 | 102 | -3 | 0.1 | -1 | 0 | -5 | -1.0 | 7 | 7 | -5
CCCCCC(=O)NNC1CC(=O)N(c2cccc(OCC)c2)C1=O (centres undefined) | 97 | -20 | -0.1 | 1 | -3 | -9 | -1.4 | 2 | 2 | -3
Cc1ccc(C)c(NC(=O)C(c2ccccc2)N2CCN(CC(=O)NC3CC3)CC2)c1 (centres undefined) | 103 | -6 | -0.1 | 1 | 2 | -6 | 1.0 | -3 | 22 | -5
CCOC(=O)c1ccc(NS(C)(=O)=O)cc1 | 104 | -5 | 0.0 | 1 | -4 | 0 | 1.3 | -7 | 13 | -6
CCOC(=O)c1ccc(N2CCN(C(C)=O)CC2)c(NC(=O)c2cccnc2)c1 | 103 | -1 | -0.1 | 1 | 4 | -3 | -1.1 | -5 | -8 | -1
Cc1ccc(C)c(N2N=C(C(=O)Nc3cccnc3)CCC2=O)c1 | 91 | -5 | 0.1 | 0 | 15* | 3 | -1.1 | 10 | 0 | -2
Cc1cccn2c(=O)c(C=NCc3ccccc3)c(NCCO)nc12 | 100 | -8 | -0.3 | 5 | 1 | -1 | -1.8 | 14 | -3 | -4
C=CCn1c(C)c(C(C)=O)c(SC)nc1=S | 100 | -4 | 0.1 | 2 | 3 | 2 | 1.4 | -4 | 0 | 2
Cc1ccc(Cl)cc1NS(=O)(=O)c1ccc(-n2cccn2)cc1 | 99 | -7 | -0.3 | -1 | -5 | 1 | 2.6 | 1 | 18 | -1
Cc1ccccc1/C(N)=N/OC(=O)/C=C/c1ccccc1 | 97 | -5 | 0.3 | 1 | -4 | -9 | -0.7 | -12 | -1 | 5
COc1ccccc1NC(=O)C1=C(C)Nc2nc(-c3cccs3)nn2C1c1cccc(O)c1 (centres undefined) | 97 | -6 | -0.8 | 1 | 3 | 5 | -0.1 | 41 | 3 | 0
Cc1ccc(NC(=O)C2(C)CCN2Cc2ccc(OC(C)C)cc2)cc1 (centres undefined) | 101 | -5 | 0.1 | 1 | 7 | -3 | -1.0 | -21 | 5 | -4
O=C(COC(=O)C12CC3CC(CC(C3)C1)C2)Nc1nccs1 | 99 | 4 | -0.3 | -2 | 1 | 3 | 2.2 | -6 | 14 | -1
CCOC(=O)c1sc(NC(=S)NC(=O)C2CC2)cc1C | 99 | -2 | 0.5 | -2 | 0 | -4 | 4.2 | -2 | 13 | -3
O=C(NC(Cc1ccccc1)C(=O)Oc1ccc2c(C(F)(F)F)cc(=O)oc2c1)OCc1ccccc1 (centres undefined) | 97 | . | 0.0 | -1 | 4 | 0 | 2.1 | 2 | -3 | 5
CCOc1cc(NC(=S)NCc2ccco2)c(OCC)cc1NC(=O)c1ccco1 | 90 | 2 | -0.2 | 0 | -4 | 1 | -2.6 | 15 | 19 | -1
CC(C)C(CC(=O)N1CCCCC1)C1CCOC(C)(C)C1 (centres undefined) | 96 | -4 | 0.5 | 1 | -1 | -9 | -1.1 | 4 | 5 | 0
O=C(COC(=O)c1cc([N+](=O)[O-])ccc1N1CCOCC1)Nc1ncc(Cl)cc1Cl | 98 | -8 | -0.2 | -3 | 0 | -1 | -2.3 | 0 | 0 | 0
Cc1cccc(C(=O)N[C@H](C(=O)Nc2nc(C)cs2)C(C)C)c1 | 88 | -3 | 0.1 | 2 | -2 | 0 | -1.7 | 2 | 18 | -7
CC1(C)CC(=O)N(Cc2ccccc2)C(=O)C1 | 95 | -3 | -0.3 | 1 | 0 | -2 | -1.4 | -8 | 3 | 15
COc1ccc(CCNC(=O)CSc2nc3c(c(=O)n(C)c(=O)n3C)n2C)cc1OC | 95 | 1 | -0.1 | 1 | -2 | 10 | -1.7 | 8 | 7 | 3
CC(C)NC(=O)C(c1ccc(F)cc1)N(C(=O)CCC(=O)Nc1ccccn1)c1ccccc1F (centres undefined) | 102 | -5 | -0.1 | 2 | 0 | -10 | -1.4 | 4 | -2 | 0
O=C(NN=Cc1ccc(O)c(O)c1)c1ccccc1 | 101 | . | 0.1 | -2 | -7 | 11 | . | 28 | . | .
Clc1cccc(-c2cc3nc4c(c(NCc5ccco5)n3n2)CCCC4)c1 | 102 | . | 1.1 | -10 | -4 | -5 | -3.2 | -6 | 5 | 6
CCCCNC(=S)N(CCN(C)C)Cc1cc2cc3c(cc2[nH]c1=O)OCCO3 | 103 | -26 | -0.2 | 3 | -4 | 0 | 1.3 | -3 | -2 | 4
COc1cc(OC)nc(Oc2ccccc2C(=O)Oc2ccccc2Cl)n1 | 102 | -6 | 0.0 | -1 | -7 | 5 | -1.3 | -5 | 2 | -5
CC1CCN(C(=O)c2[nH]cnc2C(=O)N[C@@H](C)c2ccccc2)CC1 | 95 | -11 | 0.4 | 0 | -6 | 7 | 1.3 | -3 | 4 | 8
O=C(NC1CCN(S(=O)(=O)c2ccc(F)cc2)CC1)c1ccco1 | 100 | -4 | 0.0 | 1 | -2 | 16 | -1.5 | 10 | 13 | -4
COc1ccc(OCCC(=O)OCC(=O)NCc2ccco2)cc1 | 93 | . | -0.1 | -1 | -4 | -2 | 0.6 | -6 | 16 | 0
Cc1ccc(S(=O)(=O)N2CCN(C(=O)N3CCOCC3)CC2)cc1C | 99 | -1 | 0.2 | 1 | 2 | -22 | 0.3 | -3 | 2 | 2
COC(=O)c1ccc(CN2CCCC(CCC(=O)NCc3ccc(C)o3)C2)cc1 (centres undefined) | 92 | -4 | 0.3 | 4 | 2 | -5 | -1.7 | 7 | 20 | 1
N/C(=N\OC(=O)c1cccs1)c1ccc(Cl)cc1 | 97 | -4 | 0.0 | -2 | 2 | . | -0.8 | -10 | 14 | -2
Cn1cc(C(=O)NCc2ccc(Cl)cc2)c(=O)c2cc(S(=O)(=O)N3CCOCC3)ccc21 | 101 | -3 | 0.0 | 2 | 6 | -7 | -2.0 | -1 | 7 | 6
COc1ccc(C(C)(NC(C)=O)c2nc(-c3cc(F)cc(F)c3)cs2)cc1 (centres undefined) | 101 | -8 | 0.1 | -3 | 3 | 7 | -1.3 | -2 | -2 | 1
Cc1nn(C(=O)c2cccnc2)c(C)c1Sc1ccccc1 | 97 | -3 | 0.2 | 4 | 5 | -2 | 0.4 | 1 | 4 | 0
CCOc1ccc(CCNC(=O)CCNC(=O)c2ccco2)cc1OCC | 98 | -6 | 1.2 | 1 | -2 | 2 | 1.8 | 3 | -3 | 5
CCOC(=O)C1CCN(C(=O)Cc2c(C(=O)O)n(C)c3ccccc23)CC1 | 88 | 0 | 0.3 | -1 | -1 | -1 | 0.6 | 1 | 6 | 9
CCOC(=O)C1=C(C)NC(=O)NC1C1CC=CCC1 (centres undefined) | 94 | -5 | -0.1 | 4 | 10 | -5 | 3.1 | 4 | 6 | -2
CNC(=S)N1CCN(c2ccccn2)CC1 | 97 | -5 | -0.3 | 3 | -1 | -15 | -0.8 | 3 | 6 | -12
Cn1nccc1C(=O)N1CCN(c2cccc(C(F)(F)F)c2)CC1 | 96 | . | 0.4 | 1 | 0 | -2 | -2.4 | -2 | 0 | 0
